Bioassay records: PubChem, National Center for Advancing Translational Sciences (NCATS)
TDP1 cell CPT – qHTS for Inhibitors of human tyrosyl-DNA phosphodiesterase 1 (TDP1): qHTS in cells in presence of CPT; chicken DT40 Tdp1-/-;hTDP1 cells + 20 nM CPT, ATP luminescence, 48 h; Potency, µM (top dose mostly 46.2 µM), inactives show top-dose activity change, negative = growth inhibition, most hits filed as inhibitors; actives 12% (n = 420,000); note: nearly all actives have a fitted effect of over 55% in size
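Chicken DT40 Tdp1-/- cells stably complemented with human TDP1 were seeded at 400 cells/well in medium containing 20 nM camptothecin, exposed to pin-transferred compounds, and grown at 37 °C for at least 48 hr. Viability was read as ATP luminescence.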
KAT2A inh – qHTS Assay for Inhibitors of GCN5L2. Histone acetyltransferase KAT2A (Homo sapiens), Q92830. GCN5L2 HAT assay, ThioGlo1 CoA-SH fluorescence. Potency, µM (highest dose often 58.9 µM), inactives show at the highest dose activity change, negative = inhibition, usual class: inhibitors. actives 0.21% (n = 390,000). AID 504327, 2011
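Fluorescence readout, Ex340nm/Em540nm: ThioGlo1 (50uM final) reacts with free CoA thiol released as 20nM GCN5L2 acetylates H3(1-25) peptide (75uM) using acetyl-CoA (70uM). Compound and enzyme sat 15 min beforehand; 20 min room-temperature reaction.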
FEN1 inh – qHTS Assay for the Inhibitors of Human Flap endonuclease 1 (FEN1); Recombinant FEN1 flap cleavage, fluorescence, 15 min; AID 588795, 2011; actives 0.35% (n = 390,000); Potency, µM (doses to about 114 µM), without a hit: at the highest dose activity change, negative = inhibition, most hits filed as inhibitors; P39748; note: nearly all actives have a fitted effect of over 65% in size
Target sequence (P39748 whole entry, looked up): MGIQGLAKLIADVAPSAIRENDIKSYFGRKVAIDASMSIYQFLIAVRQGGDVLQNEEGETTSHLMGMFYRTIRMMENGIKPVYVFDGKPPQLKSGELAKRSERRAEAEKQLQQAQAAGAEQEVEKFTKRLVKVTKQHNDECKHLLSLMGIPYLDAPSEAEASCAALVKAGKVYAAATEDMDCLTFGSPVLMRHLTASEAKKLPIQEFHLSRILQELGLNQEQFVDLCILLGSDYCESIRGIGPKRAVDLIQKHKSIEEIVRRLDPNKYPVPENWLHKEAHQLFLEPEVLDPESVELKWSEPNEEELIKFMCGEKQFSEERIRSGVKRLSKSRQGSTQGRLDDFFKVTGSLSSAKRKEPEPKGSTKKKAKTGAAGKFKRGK
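Compounds are tested as a concentration series against 10 nM FEN1; after a 15 min room-temperature preincubation, 50 nM substrate starts cleavage, with plate reads at 0 and 15 min. Normalized responses are fitted by a Hill equation.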
* marks the source's active call; other numbers are inactive results. Calls come from the whole dose curve; as a rule, active = well fitted curve in the direction sought with a large enough effect; inconclusive = small, poorly fitted or top-dose-only effect, or another doubt; inactive = no such curve, though single readings can be large; an effect the other way counts as inactive or inconclusive. % is set by controls: 0 for no effect and ±100 for the full control effect; potency is the fitted concentration of half-maximal effect.

What do the screens show for `COc1cccc(C2=NOC(C(=O)N3CCc4ccccc4C3)C2)c1` (stereo not given)?
TDP1 cell CPT: inconclusive; KAT2A inh: -2.9%; FEN1 inh: -16.2%

How did CN(C)CCN(C(=O)c1cccc(N2C(=O)CCC2=O)c1)c1nc2ccc(Br)cc2s1 do in these assays?
TDP1 cell CPT: -2.2%; KAT2A inh: -3.9%; FEN1 inh: -6.7%

How did Cc1ccc(C(=O)N2CCC3CC2c2cc(-c4ccc5c(c4)OCO5)ccc23)cc1 (stereo not given) do in these assays?
TDP1 cell CPT: 16.4µM*; FEN1 inh: inconclusive

Results for O=C(Cc1cccc2ccccc12)NN1C(=O)/C(=C\c2cccnc2)SC1=S ?
TDP1 cell CPT: -9.7%; KAT2A inh: 13.5%; FEN1 inh: 2.9%

What do the screens show for `O=C(NNc1cc(Cl)cc(Cl)c1)c1sccc1Cl`?
TDP1 cell CPT: inconclusive; FEN1 inh: -3.3%

What do the screens show for `CCCc1cc(C(=O)Nc2c(C)nn(Cc3ccc(Cl)c(Cl)c3)c2C)no1`?
TDP1 cell CPT: 13µM*; KAT2A inh: -4.2%; FEN1 inh: -15.2%

Results for Cn1cccc1/C=N/NC(=O)c1sc2ccccc2c1Cl ?
TDP1 cell CPT: -7.0%; KAT2A inh: inconclusive; FEN1 inh: 4.4%

Results for Cc1ccc(Oc2ncc(-c3ccc(Cl)cc3)cn2)cc1 ?
TDP1 cell CPT: 2.7%; KAT2A inh: -22.4%; FEN1 inh: -1.6%

Results for CCOc1ccc(CN2CCC(n3nccc3NC(=O)C3CC3)CC2)cc1CO ?
TDP1 cell CPT: inconclusive; KAT2A inh: -14.4%; FEN1 inh: -12.0%

How did COc1ccccc1NCCC(=O)OCC(=O)NC1CCCCC1 do in these assays?
TDP1 cell CPT: -24.2%; KAT2A inh: 0.9%; FEN1 inh: -6.2%

What do the screens show for `Cc1ccc(-n2nc(C(=O)N3CCN(c4ccccc4F)CC3)c3c4ccccc4n(C)c3c2=O)cc1`?
TDP1 cell CPT: -26.8%; KAT2A inh: -0.5%; FEN1 inh: -0.7%

Results for COc1ccc2c(CSc3nnc(-c4cccnc4)n3-c3ccccc3F)cc(=O)oc2c1 ?
TDP1 cell CPT: -4.2%; KAT2A inh: -15.7%; FEN1 inh: -12.5%

Results for COc1ccc(C(C)(C)C)cc1NC(=O)CCNC(=O)c1ccco1 ?
TDP1 cell CPT: -1.9%; KAT2A inh: 2.9%; FEN1 inh: 12.7%

What do the screens show for `CCOc1cc(NC(=O)c2ccccn2)c(OCC)cc1NC(=O)CC(C)C`?
TDP1 cell CPT: 13µM*; KAT2A inh: -0.8%; FEN1 inh: -8.3%

How did Cc1ccc(NC(=O)c2cnccn2)cc1S(=O)(=O)N1CCCCCC1 do in these assays?
TDP1 cell CPT: inconclusive; KAT2A inh: -9.2%; FEN1 inh: 1.2%

What do the screens show for `CCOC(=O)c1cc2cc(-c3c(C(=O)OCC)oc4cc(O)cc(O)c4c3=O)ccc2o1`?
TDP1 cell CPT: inconclusive; KAT2A inh: -9.8%; FEN1 inh: -23.3%

How did Cc1ccc(S(=O)(=O)NCC(=O)NNC(=O)c2ccccc2Cl)cc1C do in these assays?
TDP1 cell CPT: 2.2%; KAT2A inh: -0.3%; FEN1 inh: 13.6%

What do the screens show for `COc1ccc(-n2nc(C(=O)NCC(=O)Nc3cc(C)ccc3OC)c3ccccc3c2=O)c(OC)c1`?
TDP1 cell CPT: inconclusive; KAT2A inh: -6.5%; FEN1 inh: 2.6%

Results for COc1cc(NC(=O)Cn2nc(-c3ccc(F)cc3)ccc2=O)ccc1-n1cnnn1 ?
TDP1 cell CPT: 3.4%; KAT2A inh: -2.1%; FEN1 inh: inconclusive

What do the screens show for `CCn1ncc(S(=O)(=O)NCc2ccccc2Cl)c1C`?
TDP1 cell CPT: -11.5%; KAT2A inh: 0.9%; FEN1 inh: -3.7%

What do the screens show for `CC(=O)c1cn(Cc2ccccc2)c(=O)[nH]c1=O`?
TDP1 cell CPT: 3.2%; KAT2A inh: -3.3%; FEN1 inh: 3.1%

What do the screens show for `Cc1ccc(C2C(C(=O)c3cc4ccccc4o3)=C(O)C(=O)N2c2cc(C)on2)cc1` (stereo not given)?
TDP1 cell CPT: inconclusive; KAT2A inh: -24.9%; FEN1 inh: 0.2%

What do the screens show for `Cc1ccc(S(=O)(=O)Nc2nc(C)c(C)s2)cc1`?
TDP1 cell CPT: -1.7%; KAT2A inh: 0.6%; FEN1 inh: -11.5%

Results for NCCNc1ccc(C(=O)N2c3ccccc3Sc3ccccc32)cc1[N+](=O)[O-] ?
TDP1 cell CPT: 18.4µM*; KAT2A inh: -24.1%; FEN1 inh: -0.3%

What do the screens show for `CC(=O)c1cccc(NC(=O)C(C)OC(=O)c2cccc(S(=O)(=O)N3CCN(C)CC3)c2)c1` (stereo not given)?
TDP1 cell CPT: 1.8%; KAT2A inh: 2.2%; FEN1 inh: 20.5%

How did CC(=O)N1CCOc2cc(S(=O)(=O)NCc3ccc(C)cc3)c(Cl)cc21 do in these assays?
KAT2A inh: 0.6%; FEN1 inh: -3.0%

How did Fc1ccc(N2CCN(C3=Nc4cccc5cccc3c45)CC2)cc1 do in these assays?
TDP1 cell CPT: 25.9µM*; KAT2A inh: -12.2%; FEN1 inh: inconclusive

What do the screens show for `O=C(O)C(CCc1ccccc1)(Cc1ccccc1)C(=O)O`?
TDP1 cell CPT: -21.7%; FEN1 inh: -4.0%

Results for CCOC(=O)c1oc2ccccc2c1NC(=O)CCl ?
TDP1 cell CPT: 10.3µM*; KAT2A inh: 2.2%; FEN1 inh: -11.1%

How did O=C(Nc1nc2ccc(F)cc2s1)C1CCCO1 (stereo not given) do in these assays?
TDP1 cell CPT: -5.5%; KAT2A inh: -7.7%; FEN1 inh: -7.2%

How did COc1ccc(NC(=O)c2c(OC)cccc2OC)c(OC)c1 do in these assays?
TDP1 cell CPT: -27.7%; KAT2A inh: 0.5%; FEN1 inh: -13.3%

What do the screens show for `COc1ccc(-c2nc(CS(=O)(=O)CC(=O)NC3CCCCCC3)c(C)o2)cc1`?
TDP1 cell CPT: inconclusive; KAT2A inh: -1.7%; FEN1 inh: 11.2%

Results for Cc1nc2ncnn2c(C)c1CCC(=O)NCc1ccccc1 ?
TDP1 cell CPT: -8.8%; KAT2A inh: -11.3%; FEN1 inh: 0.3%

What do the screens show for `CCOc1cc(/C=C(/C#N)C(=O)Nc2ccc(OC)cc2)ccc1OCc1ccc(C(=O)O)cc1`?
TDP1 cell CPT: 2.3%; KAT2A inh: -12.5%; FEN1 inh: inconclusive

Results for N#Cc1c(C(F)(F)F)cc(-c2cccs2)nc1SCc1ccc(F)cc1 ?
TDP1 cell CPT: -16.7%; KAT2A inh: -0.4%; FEN1 inh: -0.9%

Results for COc1ccc(S(=O)(=O)n2nc(OC(=O)c3cccs3)cc2NC(=O)c2cccs2)cc1 ?
TDP1 cell CPT: inconclusive; KAT2A inh: -0.4%; FEN1 inh: -4.6%

What do the screens show for `CCCCn1cnc2c([nH]c3ccccc32)c1=O`?
TDP1 cell CPT: 1.4%; KAT2A inh: -3.7%; FEN1 inh: 6.4%

What do the screens show for `O=C(Cc1ccc(Br)cc1)Nc1ccccc1Cl`?
TDP1 cell CPT: 5.2%; KAT2A inh: -5.6%; FEN1 inh: -3.9%

Results for COc1ccc(/C=C/C(=O)N2CCC(c3ccccc3)C2)cc1 (stereo not given) ?
TDP1 cell CPT: inconclusive; KAT2A inh: -0.4%; FEN1 inh: -2.1%

Results for Cc1noc(NS(=O)(=O)c2ccc(N3CC(O)=C(c4ccccc4)C3=N)cc2)c1C ?
TDP1 cell CPT: 5.9%; KAT2A inh: -2.9%; FEN1 inh: -8.9%

Among those listed so far, four have two or more sulfur atoms.
Results for O=C(Cc1cccc2ccccc12)NN1C(=O)/C(=C\c2cccnc2)SC1=S ?
TDP1 cell CPT: -9.7%; KAT2A inh: 13.5%; FEN1 inh: 2.9%

What do the screens show for `Cc1ccc(S(=O)(=O)Nc2nc(C)c(C)s2)cc1`?
TDP1 cell CPT: -1.7%; KAT2A inh: 0.6%; FEN1 inh: -11.5%

Results for N#Cc1c(C(F)(F)F)cc(-c2cccs2)nc1SCc1ccc(F)cc1 ?
TDP1 cell CPT: -16.7%; KAT2A inh: -0.4%; FEN1 inh: -0.9%

Results for COc1ccc(S(=O)(=O)n2nc(OC(=O)c3cccs3)cc2NC(=O)c2cccs2)cc1 ?
TDP1 cell CPT: inconclusive; KAT2A inh: -0.4%; FEN1 inh: -4.6%

Other records.
How did CC1(C)C(=O)C2(CCCC2)C(=O)OC1c1ccco1 (stereo not given) do in these assays?
TDP1 cell CPT: -8.8%; KAT2A inh: 0.9%; FEN1 inh: 0.5%

Results for Cc1ccc(S(=O)(=O)C(C#N)c2nc3ccccc3nc2N2CC(C)OC(C)C2)cc1C (stereo not given) ?
TDP1 cell CPT: inconclusive; KAT2A inh: -6.6%; FEN1 inh: -25.1%

How did COCCN(C(=O)c1ccccc1)c1nc(-c2ccc(OC)cc2)cs1 do in these assays?
TDP1 cell CPT: inconclusive; KAT2A inh: -7.5%; FEN1 inh: -1.5%

Results for CCC(C)(C)NC(=O)C(c1ccc(F)cc1)N(Cc1ccco1)C(=O)c1snc(C(N)=O)c1N (stereo not given) ?
TDP1 cell CPT: inconclusive; KAT2A inh: -0.5%; FEN1 inh: 11.2%

What do the screens show for `Cc1c(Cl)cccc1NC(=O)CSc1nncn1-c1ccccn1`?
TDP1 cell CPT: 3.6%; KAT2A inh: -3.6%; FEN1 inh: -10.9%

How did COc1ccc(NC(=O)c2cc(-c3ccncc3)nc3ccc(Br)cc23)cc1OC do in these assays?
TDP1 cell CPT: inconclusive; KAT2A inh: -3.6%; FEN1 inh: -22.7%

What do the screens show for `CCc1ccccc1N(C)C(=O)c1cnc(N2CCOCC2)c2ccccc12`?
TDP1 cell CPT: inconclusive; KAT2A inh: -2.9%; FEN1 inh: 0.3%

How did CC(/C=N/N1CCN(c2ccccc2)CC1)=C\c1ccco1 do in these assays?
TDP1 cell CPT: -12.2%; KAT2A inh: -10.4%; FEN1 inh: -7.9%

Results for CCN1C(=O)[C@H]2[C@@H](c3ccc(C)cc3)N3C(=O)N(c4cccc(Cl)c4)C(=O)[C@@]3(C)[C@H]2C1=O ?
TDP1 cell CPT: -14.9%; KAT2A inh: -3.2%; FEN1 inh: 14.4%

What do the screens show for `Clc1cccc(-c2csc(Nc3cccnc3)n2)c1`?
TDP1 cell CPT: 10.7%; KAT2A inh: 1.2%; FEN1 inh: 1.9%

Among those listed so far, two contain an NH in an aromatic ring.
What do the screens show for `CC(=O)c1cn(Cc2ccccc2)c(=O)[nH]c1=O`?
TDP1 cell CPT: 3.2%; KAT2A inh: -3.3%; FEN1 inh: 3.1%

What do the screens show for `CCCCn1cnc2c([nH]c3ccccc32)c1=O`?
TDP1 cell CPT: 1.4%; KAT2A inh: -3.7%; FEN1 inh: 6.4%

New compounds follow
How did Cc1cccc(NC(=O)c2nc(-c3ccccc3)n(-c3ccccc3)n2)c1C do in these assays?
TDP1 cell CPT: -24.6%; KAT2A inh: -5.6%; FEN1 inh: -11.2%

Results for COc1cccc(C2C(C(=O)OCc3ccccc3)=C(C)Nc3ncnn32)c1OC (stereo not given) ?
TDP1 cell CPT: -24.6%; KAT2A inh: -4.2%; FEN1 inh: -12.4%

How did Cn1c2ccccc2c2c(C(=O)N3CCN(c4cccc(C(F)(F)F)c4)CC3)cn(C3CCCCC3)c(=O)c21 do in these assays?
TDP1 cell CPT: inconclusive; KAT2A inh: -12.7%; FEN1 inh: -8.4%

What do the screens show for `COc1ccccc1NC(=O)CSc1nnc2c(n1)[nH]c1ccccc12`?
TDP1 cell CPT: inconclusive; KAT2A inh: -8.0%; FEN1 inh: 10.7%

What do the screens show for `Cn1nc(-c2ccccc2)cc1NS(=O)(=O)c1ccc(C#N)cc1`?
TDP1 cell CPT: -5.7%; KAT2A inh: -2.7%; FEN1 inh: -0.8%

What do the screens show for `O=C(Cc1ccc(NC(=O)C2CCN(C(=O)C3CCC3)CC2)cc1)Nc1cccc(C(=O)N2CCCCC2)c1`?
TDP1 cell CPT: -15.4%; FEN1 inh: -19.3%

What do the screens show for `CCc1nc2ccccc2[nH]1`?
TDP1 cell CPT: -9.3%; KAT2A inh: -0.6%; FEN1 inh: -12.2%

What do the screens show for `CCCCNC(=O)Nc1nnc(C(C)(C)C)s1`?
TDP1 cell CPT: -2.0%; KAT2A inh: -11.5%; FEN1 inh: -5.6%

What do the screens show for `CCCc1nnc(NC(=O)CN2C(=O)c3ccccc3C2=O)s1`?
TDP1 cell CPT: -5.8%; KAT2A inh: -2.9%; FEN1 inh: -0.4%

An excerpt; the hit share may differ from the screen's.
